Source: PubChem
DAX1 inh-1 = DAX1 (NR0B1) inhibitors, primary screen, cell-based, HEK293, Gal4-DAX1, luciferase luminescence | Nuclear receptor subfamily 0 group B member 1 (Homo sapiens), P51843 | HEK293 Gal4-DAX1 luciferase reporter | inhibition, % at 6.75 µM | actives 0.99% (n = 340,000) | AID 504766, 2011;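 active = inhibition above the mean over all tested compounds plus 3 SD, cut at about 4.2% in these data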;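 also: 0% = DAX1-transfected cells with DMSO and 100% = empty-vector control cells with DMSO; inhibition shows as a rise in luminescence from relieved DAX1 repression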
ADAM17 inh = ADAM17 inhibitors, primary screen, biochemical, QFRET; inhibition, % at 6.95 µM; Disintegrin and metalloproteinase domain-containing protein 17 (Homo sapiens), P78536; AID 720648, 2013; actives 0.83% (n = 370,000); recombinant ADAM17, EDANS/DABCYL FRET peptide cleavage;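 active = inhibition above the mean of compounds lying between control limits plus 3 SD, set per campaign, cut at about 8.5% in these data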;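 also: 0% = DMSO-only wells as the low control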
PLC-beta3 inh = human PLC-beta3 inhibitors, primary screen, biochemical, fluorescence | 1-phosphatidylinositol 4,5-bisphosphate phosphodiesterase beta-3 (Homo sapiens), Q01970 | Purified PLC-beta3, fluorogenic substrate | inhibition, % at 12.2 µM | actives 0.18% (n = 370,000); in the data active = inhibition above about 11%;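 also: 0% = median of compound wells on plate and 100% = full blocker control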
ssDAF12 agonist = S. stercoralis DAF-12 nuclear receptor activators, primary screen, cell-based, luminescence, HEK293, GRIP1 co-expression, lit1-tk-luc; Nuclear hormone receptor DAF-12 (Strongyloides stercoralis); HEK293 ssDAF-12/GRIP1 lit1-tk-luc reporter; % of 3 µM dafachronic acid response; activation, % at 6.8 µM; actives 1% (n = 370,000); AID 652126, 2013;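 active = activation above the mean over all tested compounds plus 3 SD, cut at about 0.9% in these data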;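 also: 0% = DMSO-only wells and 100% = 3 µM delta7-dafachronic acid wells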
DAX1 inh-2 = DAX1 (NR0B1) inhibitors on StAR promoter, primary screen, cell-based, luminescence, SF-1 (NR5A1), full-length DAX-1. HEK293T StAR-luciferase reporter, SF-1/DAX-1 repression relief. inhibition, % at 6.8 µM. actives 1.1% (n = 370,000). AID 652010, 2013;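 active = inhibition above the mean over all tested compounds plus 3 SD, cut at about 3.6% in these data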;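 also: 0% = DAX-1 cells with DMSO and 100% = cells lacking DAX-1 with DMSO; higher inhibition means more luminescence from relief of DAX-1 repression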
PLC-gamma1 inh = PLC-gamma1 enzyme inhibitors, primary screen, biochemical, fluorescence, purified enzyme; AID 720700, 2013; inhibition, % at 12.2 µM; actives 0.84% (n = 370,000); 1-phosphatidylinositol 4,5-bisphosphate phosphodiesterase gamma-1 (Homo sapiens), P19174; fluorogenic substrate; in the data active = inhibition above about 9.5%
Target sequence (P19174 whole entry, looked up): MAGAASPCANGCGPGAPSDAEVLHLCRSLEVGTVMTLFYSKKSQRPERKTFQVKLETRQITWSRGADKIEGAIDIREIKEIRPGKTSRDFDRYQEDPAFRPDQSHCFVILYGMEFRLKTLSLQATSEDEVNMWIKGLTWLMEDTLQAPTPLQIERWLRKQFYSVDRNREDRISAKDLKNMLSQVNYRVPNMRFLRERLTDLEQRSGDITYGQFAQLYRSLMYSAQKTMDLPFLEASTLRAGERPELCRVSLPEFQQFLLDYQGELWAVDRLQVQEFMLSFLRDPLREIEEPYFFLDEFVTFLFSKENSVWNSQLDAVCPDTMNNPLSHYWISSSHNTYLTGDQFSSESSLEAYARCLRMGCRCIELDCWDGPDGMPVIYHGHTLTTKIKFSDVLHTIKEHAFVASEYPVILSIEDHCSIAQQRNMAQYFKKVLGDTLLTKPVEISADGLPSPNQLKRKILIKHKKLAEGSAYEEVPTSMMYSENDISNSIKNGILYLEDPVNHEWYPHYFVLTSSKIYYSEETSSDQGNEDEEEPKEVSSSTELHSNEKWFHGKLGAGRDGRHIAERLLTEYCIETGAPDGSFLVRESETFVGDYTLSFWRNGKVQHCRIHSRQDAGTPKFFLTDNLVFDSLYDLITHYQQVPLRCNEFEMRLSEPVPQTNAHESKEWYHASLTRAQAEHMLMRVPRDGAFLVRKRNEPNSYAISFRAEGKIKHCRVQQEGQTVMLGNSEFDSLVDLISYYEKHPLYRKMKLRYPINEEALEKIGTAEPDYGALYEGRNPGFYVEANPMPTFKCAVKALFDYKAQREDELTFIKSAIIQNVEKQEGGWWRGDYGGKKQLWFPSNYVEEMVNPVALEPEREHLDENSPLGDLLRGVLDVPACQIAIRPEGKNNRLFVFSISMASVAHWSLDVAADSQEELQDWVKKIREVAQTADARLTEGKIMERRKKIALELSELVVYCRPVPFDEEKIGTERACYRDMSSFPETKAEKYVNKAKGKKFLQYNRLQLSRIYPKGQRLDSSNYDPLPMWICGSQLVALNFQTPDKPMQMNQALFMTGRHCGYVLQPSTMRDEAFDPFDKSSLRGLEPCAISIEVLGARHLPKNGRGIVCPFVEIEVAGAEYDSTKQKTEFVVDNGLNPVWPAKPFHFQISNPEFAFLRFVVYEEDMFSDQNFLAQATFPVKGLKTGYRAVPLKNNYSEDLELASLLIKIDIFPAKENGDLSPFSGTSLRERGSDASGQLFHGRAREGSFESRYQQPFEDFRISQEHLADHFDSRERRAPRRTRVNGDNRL
hcDAF12 agonist = H. contortus DAF-12 nuclear receptor activators, primary screen, cell-based, luminescence, HEK293, lit1-tk-luc reporter; activation, % at 6.8 µM; AID 652067, 2013; HEK293 hcDAF-12 lit1-tk-luc reporter; 0% DMSO, 100% Δ7-dafachronic acid; actives 1.4% (n = 370,000);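 active = activation above the mean of all tested compounds plus 3 SD, cut at about 5.5% in these data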;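 also: 100% = response to 3 µM Δ7-dafachronic acid high control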
HGIII-sPLA2 inh = human group III sPLA2 inhibitors, primary screen, biochemical, QFRET, BODIPY PC-A2 liposome substrate; inhibition, % at 12.2 µM; QFRET BODIPY PC-A2 liposome hydrolysis, fluorescence; AID 743126, 2013; actives 0.56% (n = 370,000); Group 3 secretory phospholipase A2 (Homo sapiens), Q9NZ20;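 active = inhibition above mean plus 3 SD of compounds lying within the high and low control bounds, cut at about 19% in these data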;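 also: 0% = median of test compound wells and 100% = no enzyme DMSO wells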
ADAM10 inh = human ADAM10 inhibitors, primary screen, biochemical, QFRET, HTS; actives 0.62% (n = 370,000); Disintegrin and metalloproteinase domain-containing protein 10 (Homo sapiens), O14672; AID 720582, 2013; inhibition, % at 7 µM; recombinant ADAM10, EDANS/DABCYL FRET peptide cleavage, 3 h;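 active = inhibition above a per-campaign cutoff equal to the mean of compounds falling between control-based bounds plus 3 SD, cut at about 20% in these data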;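 also: 0% = DMSO wells while the 100% control is not disclosed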
FXN GAA850 act = FXN promoter activators, primary screen, cell-based, luciferase luminescence, HEK293 lucGAA850; HEK293 lucGAA850 FXN promoter luciferase reporter, 24 h; percent of 10 µM SAHA response; activation, % at 6 µM; actives 0.56% (n = 360,000);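 active = activation above the average of all compounds screened plus 3 SD, cutoff fixed separately per campaign, cut at about 7.5% in these data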;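 also: 0% = DMSO wells and 100% = 10 µM SAHA wells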
hgDAF-12 ag = H. glycines DAF-12 receptor agonists, primary screen, cell-based, luminescence, HEK293, GAL4 fusion, UAS-luciferase; Nuclear hormone receptor DAF-12 (Heterodera glycines), GAL4 fusion; HEK293 GAL4-hgDAF12 UAS-luciferase reporter, agonist luminescence; normalized to butyrate control; activation, % at 6.8 µM; actives 1.8% (n = 370,000); AID 687014, 2013;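 active = activation above a cutoff set at the mean of all screened compounds plus 3 SD, cut at about 10% in these data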;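 also: 0% = DMSO wells and 100% = sodium butyrate wells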
Starred values were filed as active, the others as inactive; i = inactive; / = no result given.

SMILES	DAX1 inh-1	ADAM17 inh	PLC-beta3 inh	ssDAF12 agonist	DAX1 inh-2	PLC-gamma1 inh	hcDAF12 agonist	HGIII-sPLA2 inh	ADAM10 inh	FXN GAA850 act	hgDAF-12 ag
Cn1c(=O)c2cc(NC(=S)NC3CC3)ccc2n1Cc1cccc(C(F)(F)F)c1	/	-150.4	-201.1	-1.5	-0.6	-155.2	-0.8	16.4	i	2.4	-1.1
CCC(CC)COC(=O)C1=C(C)NC(=O)NC1c1ccc(N(C)C)cc1 (centres undefined)	-1.2	-3.9	-18.5	-1.0	-1.1	-1.2	-2.1	23.5*	-4.2	3.1	-3.6
Cc1ccc(C(=O)N2CCC(N3CCC(C(=O)N4CCOCC4)CC3)CC2)cc1C	-0.3	-2.7	-8.2	-1.6	-1.1	-3.6	-1.4	-5.2	-17.6	1.2	-0.4
Fc1ccc(CSc2ccc(-c3ccco3)nn2)cc1	0.8	2.7	-4.3	-1.4	0.7	-5.0	-1.5	17.4	3.0	5.5	6.0
CC(=O)c1cccc(OCC(O)CNCC2COc3ccccc3O2)c1 (centres undefined)	-0.3	-0.2	7.0	-1.1	0.3	5.5	-0.9	-4.2	6.7	2.3	1.2
COC(=NC(C)C)NC(C)C	/	1.9	-3.8	-0.9	0.4	-3.1	-0.5	1.2	-10.5	/	0.3
COc1cc2c(cc1NC(=O)CSc1ccc(C)cc1)oc1ccccc12	0.0	-2.5	0.9	-1.3	0.8	1.2	0.3	7.5	-7.9	-3.5	1.4
Cc1ccc(N(NC(=O)C(O)(c2ccccc2)c2ccccc2)C(=O)CCl)cc1	-1.3	4.3	3.6	-1.6	-1.4	4.9	-2.1	-9.3	12.8	-4.5	2.6
COc1ccccc1NC(=O)c1ccc(S(=O)(=O)N(C)C)cc1	1.2	2.8	3.9	-1.9	0.2	2.1	-1.0	-4.3	-4.4	1.9	-2.3
COc1ccccc1OCCCN1C(=O)C(=O)c2cccc(C)c21	1.8	-3.8	-5.4	-0.8	-0.7	0.8	3.8	15.6	-4.6	-1.5	2.9
COc1ccc(CCNC(=O)C(=O)NCC2OCCN2S(=O)(=O)c2ccc(Cl)cc2)cc1 (centres undefined)	0.4	-2.9	1.4	-2.0	-2.2	1.9	-2.6	-5.0	-4.0	0.5	-3.1
CCCCNC(=O)c1ccc2c(c1)ncn2C1CCCC1	-0.3	-4.6	0.5	-1.2	0.0	1.4	-0.7	0.8	-0.5	1.1	1.1
COc1ccccc1CNC(=O)C1CCN(S(=O)(=O)c2cccc([N+](=O)[O-])c2)CC1	-1.4	1.0	-8.6	-1.2	-0.4	1.8	-0.5	5.6	0.1	1.5	-2.4
CN1CCN(C(=O)/C=C\c2ccc(Cl)cc2)CC1	3.0	-0.9	0.3	-0.6	0.6	0.0	3.4	-1.9	1.2	0.2	3.5
Cc1cnc(CNC(=O)C2CCC(=O)N(Cc3ccc(Cl)cc3)C2)[nH]1 (centres undefined)	0.4	-4.5	-5.0	-1.1	-1.3	0.0	-0.5	6.0	-1.4	1.0	1.1
O=C(CSc1ncnc2nc[nH]c12)Nc1ccc(Br)cc1Cl	-0.4	-2.1	-6.8	-1.4	-0.1	-0.1	-2.6	-44.9	-0.9	3.0	0.3
COc1ccc(CCNc2nc(C)cc(C)n2)cc1OC	-0.7	-3.8	0.7	-1.1	1.0	-0.5	-0.8	0.8	-6.1	0.3	0.7
N#Cc1c(NC(=O)CN2C(=O)c3ccccc3C2=O)oc(-c2ccccc2)c1-c1ccccc1	0.1	-2.7	0.5	-1.4	-0.8	2.5	0.0	-2.5	1.5	-2.2	1.6
Cc1ccc(S(=O)(=O)Nc2ccc3c(c2)nc2n3CCN(Cc3ccccc3)C2)cc1	-0.1	-35.9	i	-0.8	-0.3	i	0.3	-10.8	-79.4	0.8	-1.3
CCC(C)NC(=O)c1oc2ccc(S(=O)(=O)N3CCC4(CC3)OCCO4)cc2c1C (centres undefined)	-1.0	1.8	0.2	-1.0	0.0	2.0	0.4	-4.2	-1.6	-0.2	-2.6

The final 2 compounds of the part above open the next one:
SMILES	DAX1 inh-1	ADAM17 inh	PLC-beta3 inh	ssDAF12 agonist	DAX1 inh-2	PLC-gamma1 inh	hcDAF12 agonist	HGIII-sPLA2 inh	ADAM10 inh	FXN GAA850 act	hgDAF-12 ag
Cc1ccc(S(=O)(=O)Nc2ccc3c(c2)nc2n3CCN(Cc3ccccc3)C2)cc1	-0.1	-35.9	i	-0.8	-0.3	i	0.3	-10.8	-79.4	0.8	-1.3
CCC(C)NC(=O)c1oc2ccc(S(=O)(=O)N3CCC4(CC3)OCCO4)cc2c1C (centres undefined)	-1.0	1.8	0.2	-1.0	0.0	2.0	0.4	-4.2	-1.6	-0.2	-2.6
Cc1[nH]c2ccccc2c1Cc1nnc(SCc2ccccc2)o1	-1.3	1.6	-63.4	-0.4	0.9	-49.5	3.1	-33.4	-31.6	-0.7	2.7
Cc1ccc(C)c(CSC2=NCCN2C(=O)c2cccs2)c1	-0.2	6.4	3.9	-1.0	-1.4	2.6	-1.6	1.5	5.0	-1.2	-0.9
CCCNC(=S)Nc1ccc(Oc2ccccc2)cc1	0.1	-2.8	-1.1	-1.6	-0.9	-0.8	0.9	5.9	-5.9	-1.4	0.8
Cc1cccc(NC(=O)CSc2nnc(-c3ccco3)o2)c1C	1.9	-1.2	1.9	-1.6	1.0	1.6	1.1	-1.0	-8.0	-1.2	-0.4
Cc1c[nH]c2cccc(-c3c(Cl)cccc3Cl)c12	/	2.2	-5.5	0.1	-0.6	1.7	-0.8	-16.8	6.6	/	-0.2
COc1ccccc1CCNC(=O)C(=O)Nc1cc2c3c(c1)CC(=O)N3CCC2	-0.3	-2.6	-4.6	-1.3	-0.4	-3.1	-2.2	-21.4	-2.8	1.3	-3.3
CCC(=C(c1ccc(OC)cc1)c1ccc(OC)cc1)c1cn(CC(O)CN(CCO)CCO)c2ccccc12 (centres undefined)	-1.2	-2.5	-5.0	-1.4	0.1	4.9	-2.3	-2.3	-1.9	-3.8	-1.4
COC(=O)C1CN(CCc2ccccc2)CCS(=O)(=O)N1Cc1ccccc1 (centres undefined)	/	-3.9	1.5	-1.4	-0.9	-0.4	2.7	-1.7	-7.2	/	2.9
CC(=O)N1CCN(C(=O)COC(=O)c2oc3ccccc3c2C)CC1	0.6	-1.8	-5.9	-0.2	1.3	-4.3	-0.2	0.8	-4.1	-0.1	0.4
Cc1cc(NC(=O)CCC(=O)N(Cc2ccccc2)C2(C(=O)NC3CCCCC3)CCCC2)no1	0.1	0.6	1.1	-1.1	-0.1	-0.4	-1.7	0.9	3.9	-0.2	3.2
N#CCCn1cc(C(=O)Nc2ccc(C(=O)O)cc2)c(-c2cccc(Br)c2)n1	1.0	-0.7	-2.2	-1.8	0.1	2.0	-1.0	-8.4	-4.6	2.5	0.6
Cc1ccc(S(=O)(=O)N2CCCC2C(=O)Nn2cnnc2)cc1 (centres undefined)	-0.3	-0.5	3.5	-1.4	0.6	1.8	0.2	2.3	3.4	0.7	-1.2
Cc1cc(C)n(CCNC(=O)CCc2nnc(CCc3ccccc3)o2)n1	1.5	-3.5	-1.4	-1.1	-0.3	-0.4	-0.6	0.3	-1.5	1.0	-1.8
CC(/C=N/n1c(-c2cc(C)[nH]n2)n[nH]c1=S)=C\c1ccccc1	0.0	1.9	0.1	-0.9	0.4	-0.1	-1.0	3.8	-2.0	1.8	1.4
CCOc1ccc(/C=C2\SC(N3CCCCC3)=NC2=O)cc1	-0.6	0.9	-9.2	-1.4	-0.9	4.4	-1.6	10.7	3.4	2.4	-3.2
O=C(Nc1cc(-c2ccccc2)nn1-c1c(Cl)cccc1Cl)c1ccc(F)cc1	1.4	0.2	0.5	-1.3	-0.1	0.8	-1.3	-1.9	0.2	2.5	-2.0
CCCCC(Sc1nc(N)c(NC(=O)c2ccco2)c(=O)[nH]1)C(=O)O (centres undefined)	1.5	-5.1	-12.1	-0.7	-0.4	-3.4	0.0	2.8	-13.0	0.0	0.9
CC(C)CNC(=O)NC(=O)COC(=O)c1ccccc1Sc1ccc(C(F)(F)F)cc1[N+](=O)[O-]	-0.7	3.4	2.3	-1.1	0.3	-2.0	-1.1	-4.0	0.7	0.2	1.6
O=C(c1ccccc1)c1ccc(OC(=O)N2CCOCC2)cc1	0.1	-4.1	1.3	-1.3	-0.3	-0.1	-0.2	4.1	3.4	-0.5	0.8
C#Cc1ccc([C@H]2C=C(C(=O)N3CCN(Cc4ccccc4)CC3)O[C@@H](OCc3ccc(CO)cc3)C2)cc1	-1.5	-0.4	-34.4	-1.4	-1.0	-36.0	-2.2	-15.4	-2.0	-0.5	-0.6
O=C(CCCN1C(=O)/C(=C\c2cccs2)SC1=S)NNC(=O)c1cccnc1	-0.3	6.1	-2.8	-1.6	-0.1	-0.9	-0.2	-3.9	-1.7	-3.6	-0.1
COc1ccccc1CC(=O)Nc1cccc(C(=O)NN2C(=O)c3ccccc3C2=O)c1	-0.9	-1.2	2.6	0.7	0.4	-1.6	-0.2	1.1	5.5	1.1	0.0
Cc1onc(-c2c(Cl)cccc2Cl)c1C(=O)NCCc1ccc(S(N)(=O)=O)cc1	-0.7	1.4	2.2	-1.5	-0.3	7.1	-1.3	1.8	3.7	0.1	-0.7
N#Cc1c(C(F)(F)F)cc(Cc2ccccc2)nc1SCC(=O)NCC(=O)O	1.0	-1.9	-9.6	-2.1	0.1	-6.2	-0.6	-8.2	-2.8	-0.8	-1.5
COCCCNC(=O)C(=O)Nc1ccc2c(c1)N(S(=O)(=O)c1cccs1)CCC2	-0.5	4.9	2.2	-0.1	4.2*	7.0	-0.6	-9.5	6.6	-1.9	-3.5
Cn1ccnc1SCC(=O)NC1CCCCC1	-0.1	-6.4	-0.9	-0.7	0.2	0.3	-0.3	6.1	-2.9	2.6	-2.1
O=C(Nc1nc(-c2ccc3ccccc3c2)cs1)c1ccc(N2C(=O)CCC2=O)cc1	-1.2	-1.6	-1.5	-1.4	-0.4	-1.5	-1.1	-2.6	-13.6	-2.6	-1.0
